Screens (PubChem)
D1 ag: activates the human D1 dopamine receptor; P21728; HEK293 T-REx D1 cells, calcium flux, agonist mode; activation, % at 2 µM; 360,000 tested, 1% active; in the data active = activation above about 30%; note: 0% is about no effect
Target sequence (P21728 whole entry, looked up): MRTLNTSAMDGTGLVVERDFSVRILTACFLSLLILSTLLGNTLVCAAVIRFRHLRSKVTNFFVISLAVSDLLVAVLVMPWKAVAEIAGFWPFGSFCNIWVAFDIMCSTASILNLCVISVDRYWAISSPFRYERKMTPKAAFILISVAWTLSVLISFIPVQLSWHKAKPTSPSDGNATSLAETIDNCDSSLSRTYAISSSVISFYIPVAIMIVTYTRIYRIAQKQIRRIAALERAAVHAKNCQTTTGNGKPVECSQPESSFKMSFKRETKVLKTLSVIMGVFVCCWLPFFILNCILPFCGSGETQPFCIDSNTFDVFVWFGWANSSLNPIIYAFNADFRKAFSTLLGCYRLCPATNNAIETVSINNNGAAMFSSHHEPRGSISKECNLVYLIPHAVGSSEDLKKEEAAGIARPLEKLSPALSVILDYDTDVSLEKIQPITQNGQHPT
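Inducible HEK293 T-REx D1 cells, force-coupled to calcium signalling, were plated at 4000 cells/well with tetracycline and held overnight at 30 C. After no-wash calcium dye loading, compound-evoked calcium rise over 180 s flagged agonists.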
D2 potentiator: D2 dopamine receptor (human) potentiation. AID 485347. potentiation, % at 10 µM. P14416. HEK293 T-REx D2, calcium flux, EC20 dopamine potentiation. 340,000 tested, 0.34% active;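 active = potentiation over 3 SD above the plate norm, cut at about 30% in these data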; note: 0% is about no effect
Target sequence (P14416 whole entry, looked up): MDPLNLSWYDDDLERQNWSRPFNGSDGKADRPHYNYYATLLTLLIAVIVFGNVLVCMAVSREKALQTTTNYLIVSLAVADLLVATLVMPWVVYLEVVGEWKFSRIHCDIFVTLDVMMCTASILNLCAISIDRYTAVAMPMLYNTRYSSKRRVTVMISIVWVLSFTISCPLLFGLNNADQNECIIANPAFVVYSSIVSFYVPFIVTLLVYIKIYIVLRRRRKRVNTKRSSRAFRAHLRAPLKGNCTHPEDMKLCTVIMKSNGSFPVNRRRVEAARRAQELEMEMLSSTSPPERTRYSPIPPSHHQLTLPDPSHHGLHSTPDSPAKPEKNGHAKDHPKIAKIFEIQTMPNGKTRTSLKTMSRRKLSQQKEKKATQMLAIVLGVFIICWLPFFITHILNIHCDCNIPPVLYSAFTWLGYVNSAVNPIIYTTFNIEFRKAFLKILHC
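Primary screen. Calcium kinetics in induced HEK293 T-REx D2 cells: compound pre-addition 180 s, EC20 dopamine, 180 s more.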
TRHR ag: agonists of human TRH receptor; P34981; TRHR cells, calcium flux fluo-8, FDSS agonist mode; activation, % at 2 µM; 360,000 tested, 0.18% active; AID 493084; in the data active = activation above about 30%; note: 0% is about no effect
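Steps: seed TRHR cells overnight; add fluo-8 no-wash Ca dye, RT 30 min–1.5 h; record 10 s baseline; pin-transfer compounds; monitor fluorescence 1 cycle/s for the agonist window. Calcium increases flag candidate agonists.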
RXFP1 antagonist: antagonists of human relaxin receptor RXFP1 | activity change, negative = inhibition, % at 57.5 µM | HEK293-RXFP1, relaxin-stimulated cAMP HTRF, 30 min; hits give low values | Q9HBX9 | 350,000 tested, 0.59% active;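 active = activity change of -60% or lower, but not beyond a set lower limit; inconclusive = change between -60% and -40%, or beyond the set limit; inactive = change above -40%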; note: % is set by controls: 0 for no effect and ±100 for the full control effect
RXFP1 ag: activates the human relaxin receptor RXFP1; Q9HBX9; HEK293T-RXFP1 cAMP TR-FRET, 30 min; response scale: percent of porcine relaxin response, buffer zero; Potency, µM (top dose mostly 57.5 µM), for the others: at the top dose activation, most hits filed as activators; 370,000 tested, 0.3% active; note: potency is the fitted concentration of half-maximal effect; % is set by controls: 0 for no effect and ±100 for the full control effect; nearly all actives have a fitted effect of over 60% in size; many of its hits are not listed in these tables
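cAMP rise read by TR-FRET after 30 min, 37C compound exposure (up to 58 uM) in RXFP1-transfected HEK293 cells with Ro 20174 present. EC50 from Hill-equation fits, with 29 nM porcine relaxin as 100% and buffer as basal.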
D1 antagonist: blocks dopamine activation of the human D1 receptor; P21728; HEK293 TREx D1 cells, calcium flux, dopamine EC80; hits give low values; 360,000 tested, 3.2% active; activity change, negative = inhibition, % at 10 µM; in the data active = activity change below about -30%; note: % is set by controls: 0 for no effect and ±100 for the full control effect
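Tetracycline-induced HEK293 T-REx cells with force-coupled D1 receptor were loaded with a no-wash calcium dye. Compound was added after a 10 s baseline and read kinetically for 180 s; EC80 dopamine was then added and calcium flux followed another 180 s.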
Anesthetic bind: candidate novel general anesthetic via apoferritin binding; P02791; apoferritin/1-aminoanthracene competitive binding, fluorescence; Potency, µM (doses to about 77.5 µM), without a hit: top-dose activity change, negative = displacement, most hits filed as inhibitors; 350,000 tested, 0.074% active; note: potency is the fitted concentration of half-maximal effect; % is set by controls: 0 for no effect and ±100 for the full control effect; nearly all actives have a fitted effect of over 20% in size
Target sequence (P02791 2-175 limits assumed): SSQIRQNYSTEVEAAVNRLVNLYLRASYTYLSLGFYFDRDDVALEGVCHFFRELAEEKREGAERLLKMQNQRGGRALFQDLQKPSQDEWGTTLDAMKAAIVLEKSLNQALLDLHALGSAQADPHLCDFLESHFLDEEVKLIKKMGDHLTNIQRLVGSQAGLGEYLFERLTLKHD
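Probe: 1-aminoanthracene (50% saturated, PBS). Protein: horse-spleen apoferritin, 10 uM. Incubation: 10 min, room temperature. Detection: 380 nm excitation, 535 nm emission. Analysis: normalized response, four-parameter Hill.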
TRHR PAM: allosterically enhances the human TRH receptor; enhancement, % at 2 µM; TRHR cells, fluo-8 calcium fluorescence, EC20 TRH enhancement; P34981; 360,000 tested, 0.66% active; in the data active = enhancement above about 30%; note: 0% is about no effect
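TRHR-expressing cells loaded with fluo-8 calcium dye were read kinetically (ex 480/em 530) during compound addition, then stimulated with an EC20 of TRH (10 nM final). Enhancement of the Gq-mediated intracellular calcium response was scored.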
D1 PAM: human D1 dopamine receptor positive modulation; P21728; HEK293 TREx D1 cells, calcium flux, dopamine EC20 potentiation; potentiation, % at 10 µM; 360,000 tested, 0.036% active; AID 504651; in the data active = potentiation above about 30%; note: 0% is about no effect
* = called active by the depositor; ? = inconclusive; . = no result given; & = joins results of further samples; [ ] = dose if it differs, or a comment. Unless noted, calls come from the whole dose curve; as a rule, active = well fitted curve in the direction sought with a large enough effect; inconclusive = small, poorly fitted or top-dose-only effect, or another doubt; inactive = no such curve, though single readings can be large; an effect the other way counts as inactive or inconclusive. Only part of the results is shown; count on the stated rates, not on these rows.

SMILES | D1 ag | D2 potentiator | TRHR ag | RXFP1 antagonist | RXFP1 ag | D1 antagonist | Anesthetic bind | TRHR PAM | D1 PAM
Cc1nc2ccc(S(=O)(=O)N(C)CC(=O)Nc3ccccc3F)cc2s1 | 1 | 28 | -1.1 | 0 | 1.8% | -30 | -3% | 5 | 2
CCN(CC)c1ccc(/C=C2/SC(=O)N(C(C)C)C2=O)o1 | 59* | -4 | 17 | ? | -1.8% | 19 | -22% | -4 | -2
CC(Sc1n[nH]c(N)n1)C(=O)Nc1cccc2ccccc12 (stereo unspecified) | 2 | 1 | -0.2 | 0 | 0.2% | 2 | . | -1 | .
Cc1ccc(CNCc2ccc3c(c2)n(C)c(=O)n3C)cc1 | 5 | -25 | 0.1 | -5 | 4.5% | 11 | -1% | -1 | -1
O=C(Cn1nnc(-c2cccs2)n1)NCc1ccccc1 | -1 | 1 | -0.4 | 2 | 0.2% | . | -8% | 6 | -1
CC(C)(C)c1ccc(/C=C2/SC(N3CCCC3)=NC2=O)cc1 | 10 | -9 | -1.0 | -26 | -1.0% | -5 | -8% | -16 | 10
Cc1ccc(C(=O)NCC(=O)OCC(=O)N(CC(C)C)c2c(N)n(Cc3ccccc3)c(=O)[nH]c2=O)cc1 | 0 | . | -0.2 | -14 | -0.7% | -12 | . | 3 | -5
Clc1ccccc1Nc1c2c(nc3ncnn13)CCC2 | 2 | 1 | 0.3 | 16 | 5.3% | 6 | -12% | 8 | 2
Cc1ccccc1NC(=O)c1ccc2c(c1)CCN2S(C)(=O)=O | 2 | -7 | -0.1 | 1 | 2.1% | 1 | -20% | 6 | -4
CCC(=O)NCCCCCCNC(=O)CC | 1 | 5 | 0.6 | 8 | 1.0% | 1 | 2% | 13 | -3
COc1ccc(S(=O)(=O)Nc2ccc3c(c2)OCO3)cc1Cl | 2 | 0 | 0.8 | . | -0.2% | -5 | 4% | -13 | -5
CC(=O)c1cnc2c(-c3ccc(Cl)cc3)c(C)nn2c1C | -2 | 13 | -0.5 | 5 | 1.0% | 13 | 3% | 1 | -1
COc1ccc(NS(=O)(=O)c2cccc(C(=O)NCC3(N4CCOCC4)CCCCC3)c2)cc1 | 1 | 1 | 0.9 | -7 | -0.8% | -4 | -22% | -3 | 2
CCCCOc1ccccc1Cn1c(=O)oc2ccccc21 | 3 | -4 | -0.4 | -15 | 1.9% | 4 | 2% | -3 | 1
COc1cccc(CNC(=O)Cn2cccc2C(=O)c2ccccc2)c1 | -1 | 6 | -1.2 | -10 | 0.2% | -1 | -15% | -2 | 0
CCOCCCNC(=O)C(Cc1ccccc1)NC(=O)c1ccco1 (stereo unspecified) | 0 | 2 | 0.2 | -6 | 0.9% | -3 | -5% | 4 | 3
CC(=O)c1cccc(NC(=O)N2C3CCC2CC(O)(c2cccnc2)C3)c1 (stereo unspecified) | 3 | 1 | 0.8 | -8 | 2.0% | 1 | 0% | 13 | 2
N#Cc1ccccc1Oc1ccc(S(=O)(=O)N2CCCCC2)cn1 | 7 | -14 | 0.2 | -6 | 1.5% | -27 | . | 4 | -5
CC1CC(C)CN(CCCNC(=O)c2ccc(CS(=O)(=O)Cc3ccccc3F)o2)C1 (stereo unspecified) | 2 | . | -0.1 | -10 | 0.4% | -2 | -13% | -3 | -6
O=C(Oc1c(Cl)cc(Cl)c2cccnc12)c1ccco1 | 1 | 5 | -0.3 | -1 | -0.4% | -16 | ? | -9 | -3
COc1cc2c3c(c1OC)C1(C=CC(=O)C=C1)CC3N(C(=O)CCC(=O)O)CC2 (stereo unspecified) | 2 | 5 | -1.4 | 1 | 2.6% | -2 | 13% | 5 | -1
COC(=O)C1CN(S(=O)(=O)c2ccc(C)cc2)CCN1S(=O)(=O)c1ccc(C)cc1 (stereo unspecified) | 1 | 11 | -0.3 | 9 | -0.1% | -5 | -11% | -4 | -4
COc1cc(/C=C(\C#N)c2nc3ccccc3[nH]2)ccc1Oc1ccc([N+](=O)[O-])cn1 | 1 | 4 | 0.2 | ? | 2.3% | 0 | -18% | 8 | -3
O=C(c1ccc(CN2CCc3ccccc3C2)cc1)N1CCc2ccccc2C1 | 1 | -19 | -0.5 | -5 | 1.0% | 2 | -16% | -1 | -3
O=C(Nc1cccc(F)c1)c1cnc2sc(N3CCCC3)nn2c1=O | 5 | -7 | 0.8 | 0 | ? | -9 | -7% | -10 | -5
CC(=O)Nc1cccc(S(=O)(=O)N2CCCCCC2)c1 | 4 | 0 | -0.6 | -2 | 0.7% | 5 | 2% | 0 | -2
C=CCn1c(COc2ccc(OC)cc2)nc2ccccc21 | 1 | -8 | 0.0 | 3 | 0.5% | -35* | -6% | -1 | -4
COc1ccc(S(=O)(=O)N2CCOCC2)cc1NC(=O)c1sccc1C | 0 | 2 | -0.2 | 3 | 2.4% | -12 | . | -2 | -2
Cc1nn(-c2ccccc2)c(Cl)c1C(=O)NNC(=O)c1ccncc1 | 3 | 4 | 0.5 | -7 | 1.5% | -9 | . | 3 | -7
COc1ccc(C2=NOC(C(=O)Nc3cc(Br)ccc3O)C2)cc1OC (stereo unspecified) | -1 | 20 | 1.0 | 1 | -0.1% | -7 | -20% | -5 | 2

Structures from the list above that contain a thiophene ring, fused or not:
SMILES | D1 ag | D2 potentiator | TRHR ag | RXFP1 antagonist | RXFP1 ag | D1 antagonist | Anesthetic bind | TRHR PAM | D1 PAM
O=C(Cn1nnc(-c2cccs2)n1)NCc1ccccc1 | -1 | 1 | -0.4 | 2 | 0.2% | . | -8% | 6 | -1
COc1ccc(S(=O)(=O)N2CCOCC2)cc1NC(=O)c1sccc1C | 0 | 2 | -0.2 | 3 | 2.4% | -12 | . | -2 | -2

Next part:
SMILES | D1 ag | D2 potentiator | TRHR ag | RXFP1 antagonist | RXFP1 ag | D1 antagonist | Anesthetic bind | TRHR PAM | D1 PAM
CC(=O)c1coc2c1cc(O)c1ccccc12 | 1 | -8 | -0.1 | 0 | -0.3% | -24 | -15% | -4 | -6
CCC(C)c1ccccc1NC(=O)c1cc(C)no1 (stereo unspecified) | -3 | 16 | 0.9 | -9 | -1.5% | -5 | -2% | 3 | 0
COc1cc(NC(=O)c2ccc3c(Cl)c4c(nc3c2)CCC4)cc(OC)c1OC | -2 | 7 | -0.3 | . | 3.2% | 5 | -9% | 2 | 0
O=C(O)C1CC(c2ccccc2)=NO1 (stereo unspecified) | 2 | 17 | -0.9 | 17 | 0.4% | 5 | -7% | 33* | -3
COc1ccc(S(=O)(=O)N2CCOCC2)cc1NC(=O)COC(=O)CCOc1ccc(C)cc1 | 5 | 2 | -0.8 | 6 | 0.4% | 18 | . | 2 | 3
O=C(Nc1ccccc1)C1=C(N2CCOCC2)/C(=C/c2cccnc2)CC1 | 2 | -11 | 0.2 | -21 | 3.0% | 2 | -7% | 5 | -2
CCCn1ccc(O)c(Cc2ccc(Cl)cc2)c1=O | 3 | 11 | -1.0 | 10 | 0.1% | 27 | -6% | -3 | 3
Cc1cc(C(=O)NCCC2=CCCCC2)no1 | 3 | -3 | -0.5 | -5 | -1.0% | 1 | ? | 6 | 0
CCN(CC)CCn1c2c(c(SCC(=O)Nc3ccc(C(C)C)cc3)nc1=O)CCCC2 | 1 | -13 | -0.6 | -14 | 1.5% | -4 | . | 14 | 1
CC12CCC(c3c(C(=O)N4CCOCC4)nn(-c4ccccc4)c31)C2(C)C (stereo unspecified) | 3 | 23 | 0.3 | 3 | -2.6% | -8 | -11% | 0 | 4
CSc1ccccc1-n1nnnc1SCc1ccccc1 | 46* | 11 | -0.9 | -5 | 0.2% | -6 | 88%[activator] | 11 | -1
CC(C)(C)C1CCc2c(sc(NC(=O)Cn3nnc(-c4ccccc4Cl)n3)c2C#N)C1 (stereo unspecified) | 1 | 8 | -4.1 | 1 | 1.0% | -1 | -11% | -2 | -2
C=C(C)C(=O)OCC(O)COc1ccc(C(C)(C)c2ccc(OCC(O)COC(=O)C(=C)C)cc2)cc1 (stereo unspecified) | 18 | 20 | 1.0 | . | -0.2% | -13 | . | 1 | -3
Cc1ccc(C)c(Nc2ncnc3c2cnn3-c2ccc(F)cc2)c1 | -1 | . | 0.8 | ? | 2.6% | -16 | -13% | -3 | 0
CCC(C)NC(=O)C1c2cc(OC)c(OC)cc2C(=O)N(C)C1c1ccc(OC)cc1 (stereo unspecified) | -1 | 5 | 0.7 | -4 | 0.1% | 9 | -8% | 4 | -3
Cc1ccccc1C(=O)NNC(=S)NC(=O)c1cccs1 | 136* | -1 | 21 | -8 | 0.2% | -29 | -8% | -7 | -9
Cc1cc(-c2ccc(S(=O)(=O)NCc3ccc(F)cc3)cc2)on1 | 8 | 0 | 0.9 | 0 | 2.2% | -24 | -8% | -1 | -3
COc1ccc2c(C(=O)CN(C)C3CCCCC3)c[nH]c2c1 | 0 | 20 | 1.1 | -21 | 2.0% | 10 | -10% | -1 | -3
CCC(C)(C)NC(=O)CN(C(=O)CCC(=O)Nc1nccs1)c1ccccc1C | 2 | -3 | 0.5 | 11 | 6.4% | 20 | -13% | -2 | -3
COc1ccc(NC(=O)COC(=O)CCC(=O)c2cccs2)cc1OC | 0 | . | 1.2 | 6 | 1.2% | 31 | . | -3 | 7
O=C(NCCc1c[nH]c2ccccc12)/C(=C\c1cccnc1)NC(=O)c1ccccc1Br | 2 | 6 | 0.4 | 2 | 0.0% | -3 | -17% | 5 | -3
Cn1c(Cn2cnc([N+](=O)[O-])n2)nnc1SCC(=O)Nc1ccccc1 | 1 | 1 | 0.9 | 7 | 0.0% | -9 | -4% | -3 | -1
CC1(C)CCC[C@]2(C)[C@H]3CC(=O)O[C@]3(C)CC[C@@H]12 | 2 | 5 | -1.3 | 1 | 0.8% | 8 | -3%&-1% | 0 | 0
COc1ccc(S(=O)(=O)NCCC(=O)NCc2ccc(F)cc2)cc1 | 1 | 10 | 0.2 | -5 | 1.5% | -2 | -8% | -7 | -1
Cc1ccc(S(=O)(=O)NCC(=O)NCc2cc(=O)n(C)c(=O)n2C)cc1 | 3 | 5 | 0.8 | 6 | 6.4% | -4 | 1% | 19 | -5
CC1(C)CC(NC(=O)c2ccc(Br)o2)CC(C)(C)N1 | 6 | -6 | 0.8 | -25 | 4.5% | -22 | 16% | 8 | .
CCCCCc1c(C)nc(N2CCc3ccccc32)[nH]c1=O | 3 | 3 | 0.8 | . | 1.9% | -7 | -10% | -2 | -4
